Assay outcomes deposited in PubChem BioAssay by Sanford-Burnham Center for Chemical Genomics.
CXCR6 block: blocks human CXCR6 beta-arrestin recruitment. O00574. CHO-K1 PathHunter CXCR6 beta-arrestin, luminescence. inhibition, % at 20 µM. hit rate 0.36% among 360,000. AID 602244; in the data active means inhibition above about 34%, passing the limit was not always enough;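 further: antagonist mode with CXCL16 agonist at 10 nM final; 0% = 10 nM CXCL16 with DMSO and 100% = unstimulated wells without agonist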
ATG4B inh: ATG4B (human) cysteine protease inhibition | Q9Y4P1 | ATG4B cleavage of LC3-PLA2, NBD-HPC fluorescence, 1 h | inhibition, % at 8.33 µM | hit rate 0.51% among 340,000 | AID 504462; in the data active means inhibition above about 40%
Gli-Sufu block: blocks Gli-Sufu signaling in a luciferase reporter; Sufu-KO-LIGHT fibroblasts, Gli luciferase reporter luminescence; hit rate 0.74% among 340,000; AID 588413; inhibition, % at 5 µM;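 active means inhibition above about 55%, limit read from the data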;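 further: 0% = DMSO-treated cells and 100% = wells with medium but no cells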
CCR6 antagonist: blocks CCL20-driven beta-arrestin recruitment at human CCR6. P51684. inhibition, % at 20 µM. hit rate 0.49% among 340,000. AID 493098. CHO-K1 CCR6 PathHunter beta-arrestin, luminescence, CCL20-stimulated;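 active means compounds whose inhibition of the agonist-driven luminescence signal at 20 µM reaches about 50%, limit read from the data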;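 further: cells stimulated with CCL20 at 14 nM final; plate controls were DMSO with CCL20 for no effect and DMSO without agonist for full effect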
Target sequence (P51684 whole entry, looked up): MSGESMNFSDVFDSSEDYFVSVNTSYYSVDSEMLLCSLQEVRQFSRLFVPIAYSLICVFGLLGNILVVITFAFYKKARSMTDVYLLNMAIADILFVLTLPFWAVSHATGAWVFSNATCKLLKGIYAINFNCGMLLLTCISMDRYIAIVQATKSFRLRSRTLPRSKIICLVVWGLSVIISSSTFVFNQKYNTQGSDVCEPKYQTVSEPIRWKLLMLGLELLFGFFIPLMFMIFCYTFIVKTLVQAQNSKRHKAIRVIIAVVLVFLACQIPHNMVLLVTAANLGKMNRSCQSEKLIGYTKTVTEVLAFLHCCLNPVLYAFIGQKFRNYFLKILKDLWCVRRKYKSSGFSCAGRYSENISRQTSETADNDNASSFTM
EBI2 block: EBI2 (human) antagonism; hit rate 0.81% among 360,000; inhibition, % at 5 µM; EBI2 beta-arrestin recruitment, luminescence, 7a,25-OHC stimulated; P32249; in the data active means inhibition above about 38%;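 further: enzyme fragment complementation signal reports receptor beta-arrestin coupling in cells; 0% = agonist plus DMSO wells and 100% = wells without agonist; some results beyond the cut were filed as inactive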
Target sequence (P32249 whole entry, looked up, the tested form may be a part): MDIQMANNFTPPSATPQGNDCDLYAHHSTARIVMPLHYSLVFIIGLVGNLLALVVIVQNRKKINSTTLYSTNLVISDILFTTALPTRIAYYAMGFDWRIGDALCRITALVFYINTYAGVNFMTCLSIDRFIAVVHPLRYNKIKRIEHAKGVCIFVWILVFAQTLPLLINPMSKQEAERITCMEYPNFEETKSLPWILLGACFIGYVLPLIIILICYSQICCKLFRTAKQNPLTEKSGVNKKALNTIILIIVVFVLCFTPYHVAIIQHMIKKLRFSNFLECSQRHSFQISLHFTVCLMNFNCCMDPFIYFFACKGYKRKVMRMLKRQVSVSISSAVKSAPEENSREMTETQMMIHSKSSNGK
UBC13 polyUb: blocks human UBC13 polyubiquitin chain formation; P61088; TR-FRET; inhibition, % at 20 µM; hit rate 0.47% among 330,000; in the data active means inhibition above about 45%, passing the limit was not always enough
APJ ag: agonists of human APJ apelin receptor; CHO-K1 APJ PathHunter beta-arrestin, luminescence; 0% DMSO wells, 100% apelin; activation, % at 20 µM; hit rate 0.11% among 330,000;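 active means activation more than six SD over the plate average, tested at 20 µM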;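 further: 0% = DMSO alone and 100% = apelin-13 at 10 nM; some results filed as inactive read as strong as hits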
Target sequence (P35414 whole entry, looked up): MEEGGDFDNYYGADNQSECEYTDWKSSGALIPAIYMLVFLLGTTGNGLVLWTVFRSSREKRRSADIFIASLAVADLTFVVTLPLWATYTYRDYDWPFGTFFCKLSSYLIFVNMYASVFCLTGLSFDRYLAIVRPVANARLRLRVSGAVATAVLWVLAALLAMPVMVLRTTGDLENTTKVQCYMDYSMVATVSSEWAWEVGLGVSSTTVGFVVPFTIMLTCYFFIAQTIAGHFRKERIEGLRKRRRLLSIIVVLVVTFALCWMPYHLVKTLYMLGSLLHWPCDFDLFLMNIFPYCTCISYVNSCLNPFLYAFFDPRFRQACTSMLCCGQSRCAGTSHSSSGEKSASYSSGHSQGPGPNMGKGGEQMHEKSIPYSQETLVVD
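Assay system – PathHunter CHO-K1 APJ (AGTRL-1) beta-arrestin reporter cells · Compound – one dose, 20 µM compound, 1% DMSO · Timing – compound 90 min 25 °C, reagent 1 h · Measured by – luminescence from split beta-galactosidase complementation, Galacton Star/Emerald II substrate · Measure – beta-arrestin recruitment to APJ as agonist activity, luminescent signal · Benchmarks – DMSO vs Apelin-13 10 nM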
APJ antag: antagonists of human APJ apelin receptor; P35414; CHO-K1 APJ beta-arrestin complementation, luminescence; inhibition, % at 20 µM; hit rate 0.32% among 330,000; AID 2521;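 active means inhibition above about 40% at 20 µM, limit read from the data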;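 further: cells challenged with 10 nM apelin-13 agonist together with compound; plate controls were apelin-13 plus DMSO wells for no effect and DMSO wells lacking apelin-13 for full effect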
* = called active by the depositor; . = no result given.

No.	SMILES	CXCR6 block	ATG4B inh	Gli-Sufu block	CCR6 antagonist
1	Cc1cc(C)c(C#N)c(SCc2ccccc2)n1	-1	-1	-8	9
2	CN(Cc1ccc(Cl)cc1Cl)C(=O)c1cccc(S(=O)(=O)NCc2ccccc2)c1	4	-6	9	11
3	Cc1ccc(NC2c3ncccc3C(=O)N2c2ccccc2C)cc1C (stereo not drawn)	11	3	-13	9
4	CCn1c(SCC(=O)OC)nnc1C1CCCCC1	4	-12	1	5
5	COc1ccc(NC(=O)Cn2nnc(C(=O)NCc3ccccc3)c2N)cc1Cl	-8	-11	6	34
6	CCCCc1ccc(NC(=O)CN2C(=O)C3CCCCC3C2=O)cc1 (stereo not drawn)	-12	8	-6	11
7	COc1cc2c(cc1OC)CN(c1nc(-c3cccnc3)nc3ccccc13)CC2	5	0	13	15
8	COCc1c(C(=O)Nc2ccc3nc(N4CCOCC4)sc3c2)oc2ccccc12	-4	12	17	-22
9	COc1ccc2[nH]c(=O)c(COC(=O)c3cccs3)cc2c1	-8	-12	1	4
10	COc1cc(/C=N/O)ccc1OCc1ccccc1Cl	-5	3	-126	24

No.	EBI2 block	UBC13 polyUb	APJ ag	APJ antag
1	18	2	-2	20
2	18	.	.	.
3	5	12	-5	21
4	-13	5	-1	7
5	-12	-5	3	-22
6	-6	0	0	-4
7	11	17	-1	-4
8	-6	8	4	2
9	-1	6	3	-3
10	-4	-11	-1	10

Some of these compounds in order of number of heavy atoms, descending:
No.	SMILES	CXCR6 block	ATG4B inh	Gli-Sufu block	CCR6 antagonist
8	COCc1c(C(=O)Nc2ccc3nc(N4CCOCC4)sc3c2)oc2ccccc12	-4	12	17	-22
5	COc1ccc(NC(=O)Cn2nnc(C(=O)NCc3ccccc3)c2N)cc1Cl	-8	-11	6	34
3	Cc1ccc(NC2c3ncccc3C(=O)N2c2ccccc2C)cc1C (stereo not drawn)	11	3	-13	9
6	CCCCc1ccc(NC(=O)CN2C(=O)C3CCCCC3C2=O)cc1 (stereo not drawn)	-12	8	-6	11
10	COc1cc(/C=N/O)ccc1OCc1ccccc1Cl	-5	3	-126	24
4	CCn1c(SCC(=O)OC)nnc1C1CCCCC1	4	-12	1	5

No.	EBI2 block	UBC13 polyUb	APJ ag	APJ antag
8	-6	8	4	2
5	-12	-5	3	-22
3	5	12	-5	21
6	-6	0	0	-4
10	-4	-11	-1	10
4	-13	5	-1	7

Shown with tabs: two of the compounds above
cpd	structure	CXCR6 block	ATG4B inh	Gli-Sufu block	CCR6 antagonist	EBI2 block	UBC13 polyUb	APJ ag	APJ antag
3	Cc1ccc(NC2c3ncccc3C(=O)N2c2ccccc2C)cc1C (stereo not drawn)	11	3	-13	9	5	12	-5	21
4	CCn1c(SCC(=O)OC)nnc1C1CCCCC1	4	-12	1	5	-13	5	-1	7

The list goes on:
No.	SMILES	CXCR6 block	ATG4B inh	Gli-Sufu block	CCR6 antagonist
11	O=C(CC(c1ccccc1)c1cc(Br)ccc1O)N1CCCC1 (stereo not drawn)	3	-7	9	9
12	COc1cc(C(C)=O)ccc1OCc1nnc(-c2ccccc2Br)o1	-2	-10	-22	4
13	O=C(NC1CCCCC1)c1ccccc1NC(=S)NC(=O)C1CCC1	21	2	5	20
14	O=c1[nH]nc(-c2ccc(NCCO)c([N+](=O)[O-])c2)c2ccccc12	1	3	32	10
15	O=C(N/N=C/C=C/c1ccccc1[N+](=O)[O-])c1ccncc1	1	6	0	6
16	COc1cccc(-c2nn(C)c3sc(C(=O)NCc4ccc5c(c4)OCO5)cc23)c1	2	-15	0	5
17	O=C(COc1cc2oc(=O)c3c(c2cc1Cl)CCC3)NCCCn1ccnc1	6	7	9	6
18	COC(=O)c1nn(-c2ccc(F)cc2)ccc1=O	-8	4	7	10
19	O=C(N/N=C/c1ccc(Cl)cc1Cl)c1n[nH]c2c1CCCC2	-16	-3	-63	6
20	c1ccc2c(Nc3nncs3)c3ccccc3nc2c1	1	5	2	3

No.	EBI2 block	UBC13 polyUb	APJ ag	APJ antag
11	8	14	-3	-6
12	3	4	-4	12
13	-12	4	-4	9
14	4	-100	-1	17
15	9	-13	3	5
16	1	27	-2	0
17	-4	-8	3	-16
18	-10	0	2	17
19	9	-26	1	-34
20	-2	-74	-1	7

The results go on:
No.	SMILES	CXCR6 block	ATG4B inh	Gli-Sufu block	CCR6 antagonist
21	Cc1c(OC(C)C(=O)N[C@@H](Cc2ccccc2)C(=O)O)ccc2c3c(c(=O)oc12)CCCC3 (stereo partly drawn)	4	-9	0	14
22	CCOC(=O)c1c(CSC(=N)N)n(-c2ccc(C)cc2)c2cc(Br)c(OC(C)=O)cc12	-8	34	24	42
23	N#Cc1ccccc1NC(=O)c1cccc(COc2ccc(Cl)cc2Cl)c1	0	7	-142	20
24	Cc1nc2ccc(S(=O)(=O)NCC(=O)N3CCCCC3)cc2s1	-10	-19	-9	-2
25	COc1ccc(NC(=O)Nc2c(SC)nsc2SC)cc1	-3	0	4	12
26	COc1cc(/C=N\N=C2/SC(CC(=O)O)C(=O)N2c2ccc(O)cc2)ccc1O (stereo not drawn)	-2	0	6	-6
27	COc1ccc(S(=O)(=O)N2CCCCC2)cc1NC(=O)c1cccc(S(=O)(=O)N2CCOCC2)c1	0	-13	-1	4
28	CCC(=O)Nc1ccc(C(=O)N/N=C/c2ccccc2[N+](=O)[O-])cc1	-10	-9	-39	11
29	CC(C)(Oc1ccc(F)cc1)C(=O)OCC(=O)c1ccc(S(C)(=O)=O)cc1	37	0	-3	52*
30	CC(C)CC(C(=O)O)N1C(=O)C2C3c4ccccc4C(c4ccccc43)[C@@H]2C1=O (stereo partly drawn)	11	2	2	2

No.	EBI2 block	UBC13 polyUb	APJ ag	APJ antag
21	-4	-8	-1	0
22	-59	56*	23	21
23	11	-10	-2	6
24	-1	4	-2	-3
25	-6	1	-1	22
26	-7	-2	-2	4
27	-9	.	.	.
28	1	5	-2	-16
29	7	16	-12	3
30	-7	-7	-4	5

Random excerpt: three compounds from above
No.	SMILES	CXCR6 block	ATG4B inh	Gli-Sufu block	CCR6 antagonist
6	CCCCc1ccc(NC(=O)CN2C(=O)C3CCCCC3C2=O)cc1 (stereo not drawn)	-12	8	-6	11
8	COCc1c(C(=O)Nc2ccc3nc(N4CCOCC4)sc3c2)oc2ccccc12	-4	12	17	-22
19	O=C(N/N=C/c1ccc(Cl)cc1Cl)c1n[nH]c2c1CCCC2	-16	-3	-63	6

No.	EBI2 block	UBC13 polyUb	APJ ag	APJ antag
6	-6	0	0	-4
8	-6	8	4	2
19	9	-26	1	-34

(further entries)
No.	SMILES	CXCR6 block	ATG4B inh	Gli-Sufu block	CCR6 antagonist
31	Cc1cccc(NC(=O)Cc2ccc(NC3=NC4CS(=O)(=O)CC4S3)cc2)c1 (stereo not drawn)	3	-12	-4	-8
32	Cc1cccc(C(=O)Nc2ccc(NC(=O)CN3CCOCC3)cc2)c1	2	3	-16	0
33	Cc1cc(F)c(F)c(C(=O)N2CCCCC2C)c1Cl (stereo not drawn)	10	0	4	7
34	COc1ccc(OC)c(NC(=O)c2nnn(CCc3ccccc3)c2N)c1	1	-7	10	0
35	Cn1cccc1-c1nc2ccc(NC(=O)c3ccco3)cc2[nH]1	-9	-12	-8	-3
36	NS(=O)(=O)c1ccc(CCNC(=S)NC(=O)c2ccccc2Br)cc1	0	-1	2	6
37	COC(=O)CNC(=O)CN1c2cccc3cccc(c23)S1(=O)=O	4	-10	6	4
38	O=C(CCc1nc2ccccc2[nH]1)Nc1ccccc1F	-5	1	-17	10
39	COCCc1nc2ccc(C(=O)N(C)Cc3cccc(-n4nc(C)cc4C)c3)cc2o1	9	3	6	-1
40	O=C(CNCCc1ccc(Cl)cc1)Nc1ccc(C(=O)N2CCCCC2)cc1	7	27	-2	11

No.	EBI2 block	UBC13 polyUb	APJ ag	APJ antag
31	-4	8	-6	-9
32	8	-1	3	20
33	-3	5	-5	16
34	0	16	2	-54
35	-3	-7	-2	-7
36	1	-2	-3	2
37	0	3	4	-13
38	-4	7	5	5
39	4	2	6	17
40	36	5	2	-4

Other entries follow:
No.	SMILES	CXCR6 block	ATG4B inh	Gli-Sufu block	CCR6 antagonist
41	Cc1nc2c(nnn2Cc2c(Cl)cccc2Cl)c(=O)[nH]1	-4	4	-15	15
42	CCCCOC(=O)C1CN(c2ccccc2)N=C1C(=O)OCC (stereo not drawn)	0	15	-7	6
43	O=[N+]([O-])c1ccc(N2CCOCC2)cc1NCCCO	8	9	3	15
44	C/C(=N\NC(=O)c1nn(C)c(C)c1Br)c1ccc(NC(=O)c2ccc(C)s2)cc1	4	1	14	-4
45	CCC(=O)n1nc(-c2ccco2)nc1SCc1ccccc1	1	0	-13	1
46	O=C(Cn1cc([N+](=O)[O-])ccc1=O)N1CCc2ccccc21	-4	2	-29	-7
47	Nc1nc(NCc2cccs2)nn1-c1ccccc1	-2	-7	-23	-4
48	Cc1ccc(CN2CCN(Cc3ccc4cc(F)ccc4n3)CC2CCO)o1 (stereo not drawn)	2	12	-21	4
49	Cc1ccc2oc3nc(C)c(C(=O)Nc4cccc(C(F)(F)F)c4)cc3c(=O)c2c1	7	-3	-4	17
50	O=[N+]([O-])c1ccc(NC(=S)N2CCc3ccccc3C2)cc1	-6	-11	7	17

No.	EBI2 block	UBC13 polyUb	APJ ag	APJ antag
41	2	-2	-1	0
42	-8	4	-1	6
43	-2	-58	-4	6
44	0	3	-5	4
45	0	-2	4	10
46	-4	-13	-1	4
47	-10	5	3	-8
48	-7	-5	-2	13
49	32	1	-3	12
50	11	-5	-3	13

Other results:
No.	SMILES	CXCR6 block	ATG4B inh	Gli-Sufu block	CCR6 antagonist
51	CC(=O)Nc1oc(-c2cccc3ccccc23)nc1C#N	2	-1	1	1
52	CCCCC1CCC(c2nc(-c3cccnc3)no2)CC1 (stereo not drawn)	-14	-1	-10	-30
53	Cc1ccc(-c2noc(CNC(=O)c3ccc4c(c3)OCO4)n2)cc1	-3	-2	26	20
54	CCN(CC(=O)Nc1cc(Cl)ccc1C)C(=O)CC1CCCC1	4	7	-10	0
55	Cc1ccccc1NC(=O)CCSc1nnnn1-c1ccccc1	4	-1	-10	12
56	Cc1ccc2c(c1)c1c(n2CC(O)Cn2c(C)nc3ccccc32)/C(=N\O)CCC1 (stereo not drawn)	-11	-28	-11	-11
57	CCc1[nH]c(=S)c(C#N)c2c1CCCC2	-19	2	-2	-23
58	CSc1cccc(NC(=O)c2cnccn2)c1	-6	-2	-11	20
59	CCCCOP(=O)(OCCCC)C(O)c1ccc(Br)cc1 (stereo not drawn)	2	7	9	7
60	Cc1cc(C)nc(-n2nc(C)cc2NC(=O)c2ccc(F)cc2F)n1	-4	6	-17	19

No.	EBI2 block	UBC13 polyUb	APJ ag	APJ antag
51	-1	6	3	-2
52	26	4	2	9
53	5	3	-2	-12
54	5	14	-4	-1
55	8	2	-3	5
56	5	32	-1	1
57	-8	16	-2	-15
58	-4	0	0	9
59	10	7	0	7
60	-8	-1	0	6

Going on with the list:
No.	SMILES	CXCR6 block	ATG4B inh	Gli-Sufu block	CCR6 antagonist
61	O=C(O)CCN1CCc2ccccc2C1c1cccs1 (stereo not drawn)	-3	-2	-4	-2
62	CCc1cc(CNC(=O)c2ccc(OC3CCN(CCc4ccccc4)CC3)cc2)on1	2	15	12	4
63	C=CCN(Cc1nc(-c2ccccc2)no1)C(=O)c1ccoc1C	4	0	-10	8
64	COc1ccc(N2CCN(C(CNC(=O)C(=O)NCc3cccs3)c3ccco3)CC2)cc1 (stereo not drawn)	7	-8	1	9
65	CCc1cc2c(cc(C(=O)O)n2C)s1	2	10	-5	-9
66	c1ccc(Cc2nn3c(C4COc5ccccc5O4)nnc3s2)cc1 (stereo not drawn)	6	1	-18	16

No.	EBI2 block	UBC13 polyUb	APJ ag	APJ antag
61	-14	-2	-2	9
62	-4	11	1	-9
63	12	4	0	-1
64	-2	-2	-3	-1
65	0	-3	-2	3
66	-3	-3	-1	2
